Screening results: PubChem, several laboratories
IMP-1 inhibitor: IMP-1 metallo-beta-lactamase inhibitors, primary screen, biochemical, epi-absorbance readout, Pseudomonas aeruginosa enzyme. purified IMP-1, nitrocefin hydrolysis, epi-absorbance fluorescence. inhibition, % at 5.6 µM. hit rate 0.45% among 290,000. AID 1556, 2009;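 active means inhibition above the mean plus 3 SD of all compounds in the same screening run, cut at about 4.5% in these data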;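 further: 0% = IMP-1 with DMSO and 100% = DMSO wells lacking enzyme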
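assay system = purified recombinant IMP-1 metallo-beta-lactamase enzyme | schedule = 15 min preincubation plus 25 min reaction at 25 °C | signal = Epi-absorbance fluorescence, 480 nm excitation, 530 nm emission | read-out basis = percent inhibition from optical density relative to buffer-blank wells | controls = IMP-1 with DMSO as 0%, enzyme-free DMSO as 100%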
VIM-2 inhibitor: VIM-2 metallo-beta-lactamase inhibitors, primary screen, biochemical, epi-absorbance readout, Pseudomonas aeruginosa enzyme; hit rate 0.89% among 290,000; purified VIM-2, nitrocefin hydrolysis, epi-absorbance fluorescence; inhibition, % at 5.6 µM;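 active means inhibition above the mean of all tested compounds plus 3 SD, cutoff set per screening run, cut at about 7.5% in these data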;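 further: red hydrolysis product quenches plate fluorescence so inhibitors raise well fluorescence; 0% = enzyme with DMSO and 100% = DMSO without enzyme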
UBC9 SUMO inh: inhibitors of in vitro SUMOylation cascade, primary screen, biochemical, HTRF, uHTS; HTRF SUMOylation assay, SAE1/SAE2 + UBC9; inhibition, % at 35 µM; hit rate 0.36% among 290,000; in the data active means inhibition above about 50%, passing the limit was not always enough; further: strong numbers were not always called active
CRFBP-R2 block: antagonists of CRF-BP/CRF-R2 complex, primary screen, cell-based, HEK293, calcium dye fluorescence, uHTS. CRF-induced calcium fluorescence. inhibition, % at 11.8 µM. hit rate 0.59% among 350,000. AID 588475, 2011;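 active means inhibition of the ligand-induced calcium signal above about 50% at the single tested concentration, limit read from the data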
IDE inh: human IDE inhibitors in live cells, primary screen, fluorescence polarization, HEK cells, FAbetaB substrate; Insulin-degrading enzyme (Homo sapiens), P14735; FAbetaB cleavage; inhibition, % at 5.59 µM; hit rate 0.41% among 320,000; AID 434962, 2010;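 active means percent inhibition above the average of all tested compounds plus 3 SD, set per screening campaign, cut at about 16% in these data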;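 further: IDE supplied by intact live HEK cells; FP after avidin binding of uncleaved biotin substrate so inhibition keeps polarization high; 0% = DMSO wells and 100% = 60 µM reference IDE inhibitor Ii1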
Target sequence (P14735 whole entry, looked up): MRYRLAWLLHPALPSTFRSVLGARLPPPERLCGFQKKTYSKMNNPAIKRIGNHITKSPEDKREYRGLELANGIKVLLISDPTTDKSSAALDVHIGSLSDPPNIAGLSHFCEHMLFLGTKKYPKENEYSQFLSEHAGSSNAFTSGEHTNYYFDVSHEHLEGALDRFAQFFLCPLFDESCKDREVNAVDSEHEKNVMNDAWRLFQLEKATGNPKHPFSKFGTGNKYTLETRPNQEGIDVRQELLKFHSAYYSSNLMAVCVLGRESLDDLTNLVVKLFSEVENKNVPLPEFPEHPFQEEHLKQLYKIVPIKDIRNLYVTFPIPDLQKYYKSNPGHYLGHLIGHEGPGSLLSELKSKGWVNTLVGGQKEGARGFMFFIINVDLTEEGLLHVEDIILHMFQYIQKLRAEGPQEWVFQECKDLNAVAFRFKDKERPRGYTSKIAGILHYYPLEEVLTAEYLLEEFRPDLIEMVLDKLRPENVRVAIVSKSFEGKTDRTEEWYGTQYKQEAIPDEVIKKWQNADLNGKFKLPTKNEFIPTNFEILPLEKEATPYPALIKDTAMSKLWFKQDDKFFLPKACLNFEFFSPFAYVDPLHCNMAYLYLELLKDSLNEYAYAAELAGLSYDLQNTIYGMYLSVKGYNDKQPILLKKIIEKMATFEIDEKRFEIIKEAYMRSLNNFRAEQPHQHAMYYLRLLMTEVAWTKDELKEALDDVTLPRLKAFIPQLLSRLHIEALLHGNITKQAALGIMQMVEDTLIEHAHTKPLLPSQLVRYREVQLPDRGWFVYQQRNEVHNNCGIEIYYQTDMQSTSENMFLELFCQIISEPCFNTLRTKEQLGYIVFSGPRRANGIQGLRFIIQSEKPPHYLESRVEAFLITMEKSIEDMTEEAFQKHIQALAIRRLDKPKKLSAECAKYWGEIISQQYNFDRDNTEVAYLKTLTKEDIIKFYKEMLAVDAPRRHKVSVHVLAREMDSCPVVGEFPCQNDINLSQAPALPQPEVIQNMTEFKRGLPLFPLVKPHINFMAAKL
IDE act: human IDE activators in live cells, primary screen, fluorescence polarization, HEK cells, FAbeta-B substrate | hit rate 0.073% among 340,000 | AID 493087, 2011 | activation, % at 5.96 µM | Insulin-degrading enzyme (Homo sapiens), P14735 | FAbeta-B cleavage; 0% vehicle, 100% cell-free pure enzyme wells;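 active means activation above the mean of all tested compounds plus 3 SD, set per screening campaign, cut at about 17% in these data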
pCIP destab: p/CIP-EGFP fusion destabilizers, primary screen, fluorescence, F442A cells | 16 h | hit rate 0.01% among 290,000 | Q05BA5 | decrease of EGFP signal, % at 10 µM | AID 1984, 2009;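 active means EGFP signal decrease of at least 30% at 10 µM or well 3 SD below plate mean, unless failing retest; inactive means the rest, including hits failing retest or dose response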; further: some compounds called inactive have numbers as strong as hits; many of its hits are not listed in these tables
GalR3 antag: GalR3 antagonists in HEK293 cells, primary screen, cell-based, fluorescence readout; AID 651719, 2012; hit rate 0.44% among 360,000; inhibition, % at 3 µM; Galanin receptor type 3 (Homo sapiens), O60755; HEK293 GalR3-CNG cAMP membrane potential fluorescence; galR3 body fused to GalR1 C-terminus;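 active means inhibition above the screen-wide average plus 3 SD, cut at about 13% in these data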;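 further: forskolin and galanin both at EC90 stimulate the cells; cAMP rise reported by CNG channel membrane potential dye signal; 0% = forskolin plus galanin with DMSO and 100% = forskolin alone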
NS3 helicase inh: inhibitors of HCV NS3 helicase, primary screen, biochemical, Cy5 molecular beacon fluorescence; Hepatitis C virus NS3 helicase; NS3 helicase DNA unwinding; inhibition, % at 10.9 µM; hit rate 0.56% among 290,000;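 active means inhibition above the mean of all tested compounds plus 3 SD, set per campaign, cut at about 35% in these data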;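 further: 0% = DMSO wells and 100% = thioflavine S control wells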
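Material: hepatitis C virus NS3 helicase domain fragment enzyme; measured by: Cy5 fluorescence, 0 and 60 min reads; control set: DMSO and thioflavine S; incubation: 60 min unwinding reaction at 25 °C after ATP addition; read-out basis: % inhibition from 60/0 min fluorescence ratio, DMSO 0%, thioflavine S 100%; repeats: singlicate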
* = called active by the depositor.

Results for CN(C)c1ccc(-c2noc(C3CCN(S(=O)(=O)c4cccc(C(=O)O)c4)CC3)n2)cc1 ?
IMP-1 inhibitor: -0.9; VIM-2 inhibitor: -1.0; UBC9 SUMO inh: 30; CRFBP-R2 block: 1; IDE inh: -1; IDE act: -2; pCIP destab: -7; GalR3 antag: -5; NS3 helicase inh: 13

Results for CCc1nc(C)cn1S(=O)(=O)c1cc(Br)ccc1OC ?
IMP-1 inhibitor: -3.0; VIM-2 inhibitor: -2.2; UBC9 SUMO inh: -31; CRFBP-R2 block: 14; IDE inh: -1; IDE act: 4; pCIP destab: 2; GalR3 antag: -4; NS3 helicase inh: 0

How did NC(=O)CC(NC(=O)Cc1ccc(Br)cc1)c1ccc(NC2CC3CCC2C3)c([N+](=O)[O-])c1 (stereo not drawn) do in these assays?
IMP-1 inhibitor: 0.1; VIM-2 inhibitor: -2.4; UBC9 SUMO inh: -20; CRFBP-R2 block: 7; IDE inh: -2; IDE act: 5; pCIP destab: 4; GalR3 antag: -6; NS3 helicase inh: -6

Results for Oc1c(Br)cc(Br)cc1C=NCc1ccc(F)cc1 ?
IMP-1 inhibitor: -1.0; VIM-2 inhibitor: -2.8; UBC9 SUMO inh: 6; CRFBP-R2 block: 8; IDE inh: -4; IDE act: 2; pCIP destab: -4; GalR3 antag: 34*; NS3 helicase inh: 11

What do the screens show for `O=C(OCc1ccc([N+](=O)[O-])cc1)C1CCN(S(=O)(=O)c2ccccc2)CC1`?
IMP-1 inhibitor: -2.1; VIM-2 inhibitor: -2.6; UBC9 SUMO inh: -4; CRFBP-R2 block: 11; IDE inh: 2; IDE act: 4; pCIP destab: 6; GalR3 antag: -2; NS3 helicase inh: 1

Results for O=C(Nc1sc2c(c1C(=O)NCCCO)CCCC2)c1ccccc1 ?
IMP-1 inhibitor: 0.9; VIM-2 inhibitor: -0.1; UBC9 SUMO inh: 5; CRFBP-R2 block: -13; IDE inh: 4; IDE act: 7; pCIP destab: -9; GalR3 antag: -7; NS3 helicase inh: 10

What do the screens show for `CC(=O)c1cccc(NC(=O)CCCN(C)S(=O)(=O)c2ccc(F)cc2)c1`?
IMP-1 inhibitor: -2.9; VIM-2 inhibitor: -2.5; UBC9 SUMO inh: -5; CRFBP-R2 block: 1; IDE inh: 6; IDE act: 5; pCIP destab: -6; GalR3 antag: -4; NS3 helicase inh: -3

How did CC(C)CNC(=O)/C=C/c1cccs1 do in these assays?
IMP-1 inhibitor: -4.0; VIM-2 inhibitor: -2.3; UBC9 SUMO inh: -3; CRFBP-R2 block: 15; IDE inh: -3; IDE act: 0; pCIP destab: -1; GalR3 antag: 2; NS3 helicase inh: 10

Results for Cc1nn(CC(=O)NC2(C)CCS(=O)(=O)C2)c(C)c1S(=O)(=O)N(C)C (stereo not drawn) ?
CRFBP-R2 block: 0; IDE inh: -3; IDE act: 5; GalR3 antag: -5

Results for COc1cc(/C=N/Nc2nc(C)cc(C)n2)cc(OC)c1OC ?
IMP-1 inhibitor: -1.1; VIM-2 inhibitor: 0.8; UBC9 SUMO inh: -1; CRFBP-R2 block: 9; IDE inh: 0; IDE act: 0; pCIP destab: -4; GalR3 antag: -10; NS3 helicase inh: 13

For convenience, two of the compounds above:
Results for CCc1nc(C)cn1S(=O)(=O)c1cc(Br)ccc1OC ?
IMP-1 inhibitor: -3.0; VIM-2 inhibitor: -2.2; UBC9 SUMO inh: -31; CRFBP-R2 block: 14; IDE inh: -1; IDE act: 4; pCIP destab: 2; GalR3 antag: -4; NS3 helicase inh: 0

How did NC(=O)CC(NC(=O)Cc1ccc(Br)cc1)c1ccc(NC2CC3CCC2C3)c([N+](=O)[O-])c1 (stereo not drawn) do in these assays?
IMP-1 inhibitor: 0.1; VIM-2 inhibitor: -2.4; UBC9 SUMO inh: -20; CRFBP-R2 block: 7; IDE inh: -2; IDE act: 5; pCIP destab: 4; GalR3 antag: -6; NS3 helicase inh: -6

(more compounds)
How did CC(NC(=O)Cc1ccccc1)c1nc2ccccc2[nH]1 (stereo not drawn) do in these assays?
IMP-1 inhibitor: -2.7; VIM-2 inhibitor: -3.4; UBC9 SUMO inh: -5; CRFBP-R2 block: 6; IDE inh: 9; IDE act: -4; pCIP destab: 14; NS3 helicase inh: 3

What do the screens show for `Cc1c(Cl)ccc2sc(NC(=O)C3CC3)nc12`?
IMP-1 inhibitor: -1.0; VIM-2 inhibitor: -1.8; UBC9 SUMO inh: 9; CRFBP-R2 block: -36; IDE inh: 2; IDE act: 1; pCIP destab: -12; NS3 helicase inh: -6

Results for O=C(CN1CCN(S(=O)(=O)c2ccc(F)cc2)CC1)N1CCOCC1 ?
IMP-1 inhibitor: -4.6; VIM-2 inhibitor: -2.7; UBC9 SUMO inh: 2; CRFBP-R2 block: 7; IDE inh: 10; IDE act: 5; pCIP destab: -2; GalR3 antag: -2; NS3 helicase inh: 0

What do the screens show for `CCc1nn(CC(=O)N2CCN(c3ccc(OC)cc3)CC2)c(=O)c2cc3occc3n12`?
IMP-1 inhibitor: -0.7; VIM-2 inhibitor: -1.1; UBC9 SUMO inh: 0; CRFBP-R2 block: 4; IDE inh: 0; IDE act: 4; pCIP destab: 7; GalR3 antag: -10; NS3 helicase inh: 5

Results for COc1ccc(F)cc1CN1CCN(c2ncnc3scc(-c4ccccc4)c23)CC1 ?
IMP-1 inhibitor: -1.0; VIM-2 inhibitor: -1.9; UBC9 SUMO inh: -4; CRFBP-R2 block: -19; IDE inh: 2; pCIP destab: 2; GalR3 antag: -1; NS3 helicase inh: 11

Results for CCC(=O)Nc1cc2nn(-c3ccc(C)cc3)nc2cc1C ?
IMP-1 inhibitor: -1.2; VIM-2 inhibitor: -1.1; UBC9 SUMO inh: 0; CRFBP-R2 block: 19; IDE inh: 2; IDE act: 0; pCIP destab: 1; GalR3 antag: -4; NS3 helicase inh: -1

Results for COc1ccc(S(=O)(=O)N(CCc2ccccc2)CC(=O)N2CCOCC2)cc1 ?
IMP-1 inhibitor: 0.7; VIM-2 inhibitor: 0.8; UBC9 SUMO inh: 18; CRFBP-R2 block: 21; IDE inh: -2; IDE act: 8; pCIP destab: -4; GalR3 antag: -2; NS3 helicase inh: 4

Results for O=P(O)(CP(=O)(c1ccccc1)c1ccccc1)c1ccccc1 ?
IMP-1 inhibitor: -1.1; VIM-2 inhibitor: 2.6; UBC9 SUMO inh: 28; CRFBP-R2 block: 7; IDE inh: -3; IDE act: 3; pCIP destab: 3; GalR3 antag: -2; NS3 helicase inh: -1

What do the screens show for `Cc1c(C(=O)c2ccc(Cl)cc2[N+](=O)[O-])c2ccccn2c1CCC#N`?
IMP-1 inhibitor: -1.0; VIM-2 inhibitor: -3.4; UBC9 SUMO inh: 69; CRFBP-R2 block: 12; IDE inh: 8; IDE act: 3; pCIP destab: -6; GalR3 antag: -4; NS3 helicase inh: -11

What do the screens show for `Cc1ccc(Nc2nc(-c3ccc(O)cc3O)cs2)nc1`?
IMP-1 inhibitor: -3.5; VIM-2 inhibitor: -3.9; UBC9 SUMO inh: 7; CRFBP-R2 block: -34; IDE inh: -4; IDE act: 6; pCIP destab: -11; GalR3 antag: -7; NS3 helicase inh: -17

What do the screens show for `COC(=O)c1cc(S(=O)(=O)n2nc(C)cc2C)c(Cl)cc1Cl`?
UBC9 SUMO inh: -10; CRFBP-R2 block: -4; IDE inh: 0; pCIP destab: -6

How did CN(Cc1cccs1)C(=O)c1ccc(Cl)c(S(=O)(=O)N2CCCCCC2)c1 do in these assays?
CRFBP-R2 block: -3; IDE inh: 4; IDE act: -1; GalR3 antag: -8

What do the screens show for `C=CCNC(=O)NC(=O)COC(=O)/C(C#N)=C/c1cc(C)n(CC(C)C)c1C`?
IMP-1 inhibitor: -4.4; VIM-2 inhibitor: -3.2; UBC9 SUMO inh: 4; CRFBP-R2 block: -16; IDE inh: 4; IDE act: 5; pCIP destab: -4; GalR3 antag: -3; NS3 helicase inh: 2

How did COCCCn1c(=S)[nH]c2c(sc3ccccc32)c1=O do in these assays?
IMP-1 inhibitor: -0.7; VIM-2 inhibitor: -1.1; UBC9 SUMO inh: 10; CRFBP-R2 block: 2; IDE inh: 3; IDE act: -1; pCIP destab: 12; GalR3 antag: -8; NS3 helicase inh: -2

Results for Cc1ccc(C(NC(=O)CN2C(=O)NC3(CCCC3)C2=O)c2ccccc2)cc1 (stereo not drawn) ?
CRFBP-R2 block: 5; IDE inh: 1; IDE act: 10; GalR3 antag: 0

How did Cc1[nH]c2ccccc2c1C(=O)COC(=O)c1c(-c2ccccc2)noc1C do in these assays?
IMP-1 inhibitor: -3.4; VIM-2 inhibitor: -4.1; UBC9 SUMO inh: -29; CRFBP-R2 block: 8; IDE inh: -2; IDE act: -1; pCIP destab: 1; GalR3 antag: -2; NS3 helicase inh: -18

Results for Oc1[nH]c2ccccc2c1N=Nc1ccc(C(F)(F)F)cn1 ?
IMP-1 inhibitor: -1.9; VIM-2 inhibitor: 0.2; UBC9 SUMO inh: -4; CRFBP-R2 block: 0; IDE inh: 5; IDE act: 4; pCIP destab: -3; GalR3 antag: -1; NS3 helicase inh: -1

Results for CCOc1cccc(CN2CCCC(N3CCc4cc(OC)c(OC)cc4C3)C2)c1O (stereo not drawn) ?
IMP-1 inhibitor: 1.2; VIM-2 inhibitor: -0.2; UBC9 SUMO inh: 3; CRFBP-R2 block: -2; IDE inh: -4; IDE act: 3; pCIP destab: 6; GalR3 antag: -7; NS3 helicase inh: -9

Results for CN1CCN(C(c2cccs2)c2nnnn2Cc2ccc(F)cc2)CC1 (stereo not drawn) ?
IMP-1 inhibitor: 1.3; VIM-2 inhibitor: 0.3; UBC9 SUMO inh: 13; CRFBP-R2 block: -2; IDE inh: 0; IDE act: 7; pCIP destab: -11; GalR3 antag: 1; NS3 helicase inh: -6

How did N=C(N)CCCOc1ccccc1-c1ccccc1 do in these assays?
IMP-1 inhibitor: -1.9; VIM-2 inhibitor: -2.8; UBC9 SUMO inh: 8; CRFBP-R2 block: -7; IDE inh: -3; IDE act: 4; pCIP destab: -4; GalR3 antag: -5; NS3 helicase inh: -8

How did CCOc1ccc(S(=O)(=O)N(CC(=O)N/N=C/c2cccs2)c2ccc(C)cc2)cc1 do in these assays?
IMP-1 inhibitor: -4.0; VIM-2 inhibitor: -1.3; UBC9 SUMO inh: 6; CRFBP-R2 block: 38; IDE inh: 2; IDE act: 4; pCIP destab: -5; GalR3 antag: 4; NS3 helicase inh: -19

Results for CC(C)CCCN1C(Nc2ccccc2)=NC[C@@H]1Cc1ccccc1 ?
IMP-1 inhibitor: -0.2; VIM-2 inhibitor: 0.2; UBC9 SUMO inh: 12; CRFBP-R2 block: 6; IDE inh: -4; IDE act: 4; pCIP destab: -10; NS3 helicase inh: -23
